TR SRC2 fluor cs: Texas Red fluorescence interference in TRb-SRC2 counter-screen. hit rate 0.29% among 280,000. AID 1479. Potency, µM (titrated, usually from 106 µM), without a hit: top-dose fluorescence change, negative = quenching. TRb/SRC2 Texas Red total fluorescence interference; active = well fitted curve in either direction with a large enough effect; inconclusive = small, poorly fitted or top-dose-only effect; also: % is scaled to controls: 0 for no effect and ±100 for the full control effect
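Flags fluorescent or light-absorbing compounds by total fluorescence, S + 2P, at 555 nm excitation and 632 nm emission. Mixture: 20 nM Texas Red SRC2 peptide, 0.6 uM human TRb LBD, 1 uM T3, 5% DMSO; compound exposure 5 h at ambient temperature.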
SMN2 splice enh: SMN2 splice variant enhancement; HEK293 SMN2-luciferase splicing reporter, luminescence, 30-36 h; Potency, µM (titrated, usually from 46.1 µM), inactives show at the highest dose activity change, positive = activation, hits mostly activators; hit rate 2.8% among 210,000; AID 1458; also: % of control where 0% means no effect; nearly all actives have a fitted effect of over 55% in size
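HEK293 cells carry an SMN2 minigene-luciferase reporter in which exon 7 inclusion puts luciferase in frame. Cells were seeded at 2000 cells/well, attached for 10-12 hours, then exposed to compounds for 30-36 hours at 37C before ONE-Glo luminescence.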
ALDH1A1 inh: blocks purified human ALDH1A1 activity; Purified ALDH1A1, NADH fluorescence, propionaldehyde substrate; Potency, µM (titrated, usually from 75.3 µM), for the others: top-dose activity, negative = inhibition, hits mostly inhibitors; hit rate 7.3% among 220,000; AID 1030; active = well fitted inhibition curve with a large enough effect, not every such curve was filed as active; inconclusive = small, poorly fitted or top-dose-only effect, or another doubt; inactive = no such curve, though single readings can be large or run the other way;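 also: plate controls were no enzyme wells and a reference inhibitor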
TRb SRC2 PPI: disrupts binding of human TR beta to SRC2. P10828. TRbeta-SRC2 peptide binding, fluorescence polarization; receptor liganded with 1 µM T3. Potency, µM (top dose mostly 106 µM), inactives show top-dose activity change, negative = inhibition, most hits filed as inhibitors. hit rate 0.065% among 280,000. AID 1469;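 also: plate controls were bound peptide for no effect and peptide without receptor for full effect; nearly all actives have a fitted effect of over 50% in size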
Target sequence (P10828 whole entry, looked up): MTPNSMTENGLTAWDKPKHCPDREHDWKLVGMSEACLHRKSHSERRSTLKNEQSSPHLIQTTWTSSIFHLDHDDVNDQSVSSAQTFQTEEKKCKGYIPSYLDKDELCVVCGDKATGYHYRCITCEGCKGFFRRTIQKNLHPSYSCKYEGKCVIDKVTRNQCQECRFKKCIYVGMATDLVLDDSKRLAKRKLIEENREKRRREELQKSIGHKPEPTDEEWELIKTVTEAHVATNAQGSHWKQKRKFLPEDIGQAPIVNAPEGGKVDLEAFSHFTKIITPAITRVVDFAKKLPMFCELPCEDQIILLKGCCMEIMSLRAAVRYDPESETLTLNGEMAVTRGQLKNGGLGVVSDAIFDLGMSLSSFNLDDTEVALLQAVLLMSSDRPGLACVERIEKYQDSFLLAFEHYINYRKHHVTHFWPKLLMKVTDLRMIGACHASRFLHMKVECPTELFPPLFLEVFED
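TRb LBD 0.6 uM + Texas Red SRC2 peptide 20 nM, 1 uM T3, Tris buffer w/ 5% DMSO; compound pinned, 5 h RT; FP read ex 555/em 632; normalized to unbound and bound controls.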
RGS12 GoLoco inh: inhibitors of human Gai1-RGS12 GoLoco interaction (red fluorophore) | Gai1:RGS12 GoLoco peptide FP, rhodamine, 10 min | hit rate 0.44% among 230,000 | Potency, µM (doses to about 61.6 µM), without a hit: at the highest dose activity, negative = inhibition, usual class: inhibitors; active = well fitted inhibition curve with a large enough effect, not every such curve was filed as active; inactive = no such curve, though single readings can be large or run the other way; also: % is scaled to controls: 0 for no effect and ±100 for the full control effect; nearly all actives have a fitted effect of over 30% in size; many of its hits are not listed in these tables
Target sequence (P63096 whole entry, looked up): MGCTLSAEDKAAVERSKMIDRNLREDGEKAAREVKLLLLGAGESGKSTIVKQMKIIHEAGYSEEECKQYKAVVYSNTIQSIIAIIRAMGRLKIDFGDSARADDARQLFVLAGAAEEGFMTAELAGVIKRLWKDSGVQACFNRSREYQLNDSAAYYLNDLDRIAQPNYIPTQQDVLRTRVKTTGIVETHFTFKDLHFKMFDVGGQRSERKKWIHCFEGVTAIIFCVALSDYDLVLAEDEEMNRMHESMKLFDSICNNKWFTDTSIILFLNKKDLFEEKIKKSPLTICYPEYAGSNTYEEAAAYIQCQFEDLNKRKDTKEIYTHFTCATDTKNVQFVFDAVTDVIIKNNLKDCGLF
RECQ1 inh: blocks DNA unwinding by human RECQ1 | P46063 | RECQ1 DNA unwinding, red fluorescence kinetic read | Potency, µM (titrated, usually from 57.3 µM), inactives show at the highest dose activity, negative = inhibition, usual class: inhibitors | hit rate 0.54% among 240,000 | AID 2549;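 also: plate controls were vehicle for no effect and no enzyme for full effect; nearly all actives have a fitted effect of over 30% in size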
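50 nM RECQ1T1 preincubated 15 min with compound in Tris pH 8.0 buffer with MgCl2, DTT, Tween-20 and 2.5 ug/ml poly(dI-dC); started with 200 nM TAMRA/BHQ-2 forked duplex and 2 mM ATP. Unwinding read as fluorescence (525/598 nm), two reads 2 h apart.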
LMNA splice mod: LMNA splicing modulation. HeLa LMNA splicing GFP/RFP minigene ratio, 48 h. Potency, µM (top dose mostly 46.1 µM), inactives show at the highest dose ratio change, negative = inhibition, actives largely listed as inhibitors. hit rate 0.01% among 200,000; active = well fitted inhibition curve with a large enough effect in the signal ratio, with a control signal flat, not every such curve was filed as active; inconclusive = small, poorly fitted or top-dose-only effect, or effect the other way, or a change in a side signal; the % refers to the signal ratio; also: % is scaled to controls: 0 for no effect and ±100 for the full control effect
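S3 HeLa stable clones carrying a lamin A-EGFP splicing minigene plus DsRed2 were seeded at 600 cells/well in Opti-MEM with 2% FBS, pin-dosed and incubated 48 h at 37°C. Acumen cytometry (488 nm) gave the GFP/RFP total-intensity ratio.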
KDM4E inh: JMJD2E (human) inhibition; AID 2147; JMJD2E catalytic domain, FDH-coupled NADH fluorescence (FDH is formaldehyde dehydrogenase); Potency, µM (series often up to 57.1 µM), inactives show top-dose activity change, negative = inhibition, usual class: inhibitors; hit rate 1.6% among 230,000; active = well fitted inhibition curve with a large enough effect, not every such curve was filed as active; inconclusive = small, poorly fitted or top-dose-only effect, or another doubt; inactive = no such curve, though single readings can be large or run the other way;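 also: 0% = wells with enzyme and -100% = buffer wells without enzyme; nearly all actives have a fitted effect of over 50% in size; many of its hits are not listed in these tables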
An asterisk follows results filed as active; i = inactive; u = inconclusive; x = no result given; & = joins results of further samples; [ ] = another dose, or the depositor's remark. Unless noted, calls follow the shape of the dose curve; as a rule, active = well fitted curve in the direction sought with a large enough effect; inconclusive = small, poorly fitted or top-dose-only effect, or another doubt; inactive = no such curve, though single readings can be large; an effect the other way counts as inactive or inconclusive. Potency is read from the fitted curve at half-maximal effect.

SMILES	TR SRC2 fluor cs	SMN2 splice enh	ALDH1A1 inh	TRb SRC2 PPI	RGS12 GoLoco inh	RECQ1 inh	LMNA splice mod	KDM4E inh
CCc1ccc(S(=O)(=O)NCc2csc(-c3ccccc3)n2)s1	-1.8%	-1.9%	u	3.8%	0.6%	-6.4%	u	-14.3%
CCN(CC)c1ccc(/C=N/NC(=S)NC)c(O)c1	-2.9%	x	u	-2.9%	34.2%[activator]	-5.1%	x	u
COC(=O)c1ccc(NC(=O)Cn2nc(C)cc2C)cc1	0.6%	x	0.0%	6.4%	17.4%	-1.3%	u	u
O=C1CCc2cc(S(=O)(=O)N3CCC(C(=O)NCc4ccccc4Cl)CC3)ccc2N1	-3.0%	-20.7%	u	-9.3%	43.7%[activator]	-9.9%	0.7%	5.3%
CC1(C)CC(Nc2ccc(C(F)(F)F)cc2[N+](=O)[O-])CC(C)(C)N1	2.6%	-27.4%	6.7%	-0.1%	-11.3%	-1.5%	-16.4%[1.84 µM]	1.2%
O=C(Cc1ccc(-n2cccc2)cc1)NCc1cccs1	-1.1%	x	-2.8%	1.8%	x	-9.5%	u	5.6%
Cc1ccc(N2N=C(c3ccc(Br)cc3)CCC2=O)cc1	0.6%	-17.4%	8.6%	3.1%	-0.1%	0.3%	-23.3%	-3.8%
Cc1ccc(CNC(=O)CS(=O)CC(=O)O)cc1 (configuration not stated)	-2.9%	-1.3%	u	-12.0%	13.0%	-0.2%	4.4%	-5.3%
COc1ccc(Cc2noc(-c3ccccc3)n2)cc1OC	-1.4%	-32.1%[inhibitor]	2.5%	4.8%	1.8%	-15.4%	u	-18.8%
Cc1csc(SCC(=O)NC(=O)C2CCCCC2)n1	-4.4%	-1.5%	12.5%	-3.6%	-3.3%	i	-7.5%[46 µM]	0.2%
Cc1ccc(S(=O)(=O)N(CC(=O)N2CCC(C)CC2)c2cccc(C)c2)cc1	-0.7%	1.0%	11.2µM*	-19.3%	10.1%	i	11.0%	-1.6%
O=C1[C@@H]2[C@@H]3C[C@@H]([C@H]4ON=C(c5ccc(Cl)cc5Cl)[C@@H]34)[C@@H]2C(=O)N1C1CCCCC1	-2.0%	-32.8%	u	3.1%	-9.3%	-7.7%	u	-0.7%
COc1ccc(CCNC(=O)CCCn2c(=O)[nH]c3cc(OC)c(OC)cc3c2=O)cc1OC	-1.8%	-22.2%	8.8%	10.4%	-2.0%	-4.4%	-2.5%	u
CCOC(=O)c1ccccc1NC(=O)c1cccc([N+](=O)[O-])c1	-1.7%	-17.6%	1.7%	2.6%	-5.9%	-16.6%	x	-4.6%
COc1cccc(C(O)c2cnc(C(C)C)n2C)c1OC (configuration not stated)	1.5%	-0.8%	8.6%	-3.2%	15.6%	-3.5%	7.4%	3.1%
Cc1onc(-c2ccccc2)c1CNS(=O)(=O)c1ccccc1	-6.7%	x	u	3.5%	9.6%	18.4%	x	4.4%
O=C(CSc1nc2[nH]ncc2c(=O)[nH]1)c1ccc(Cl)cc1	-0.9%	3.2%	2.51µM*	2.9%	40.2%[activator]	i	x	-13.6%
CC(=O)c1n[nH]nc1NC(=O)c1ccccc1	-2.4%	-4.2%	-5.7%	1.4%	3.4%	-4.8%	0.8%	-1.7%
COc1ccc(CCC(=O)Nc2ccc(C)c([N+](=O)[O-])c2)cc1	-1.2%	-19.6%	10µM*	-5.5%	-18.5%	2.0%	-10.4%	3.0%
Cc1ccc(O)c(C(=O)CC(=O)c2ccccc2Cl)c1	-3.6%	5.8%	-4.1%	5.3%	9.9%	i	u	u
CCN(CC)c1ccc(/C=N/O)cc1	-0.3%	3.9%	u	2.5%	9.2%	-1.8%	2.4%[46 µM]	u
CCCN1CCN(C(=O)c2cc3c(s2)-c2ccccc2S(=O)(=O)C3)CC1	-2.2%	-4.0%	-6.3%	-9.4%	15.7%	-10.7%	-7.2%	-17.5%
CN(c1ccc(C(=O)Nc2ccccc2C(=O)N2CCOCC2)cc1)S(C)(=O)=O	0.0%	-43.9%[inhibitor]	19.1%	-5.2%	-0.4%	-4.5%	-4.3%	-8.4%
COc1ccc(N2CC(C(=O)NCc3cccnc3)CC2=O)cc1 (configuration not stated)	0.3%	34.4%	-3.9%	5.9%	-23.7%	-8.4%	18.9%	-1.7%
Cc1ccc(-c2nc(C)sc2CC(=O)O)cc1	-1.5%	-0.3%	-4.2%	-15.1%	6.5%	i	-5.9%	-11.5%
COc1ccc(-c2csc(C3=C(O)CN(CCCN4CCCC4=O)C3=N)n2)cc1OC	-11.3%	u	u	5.3%	28.6%	-3.7%	x	-8.4%
Clc1ccc(Cn2nc(-c3ccccc3)nc2-c2ccccc2)cc1	-1.1%	u	-8.6%	-6.6%	-1.5%	-6.7%	u	0.1%
O=C(NC1=C(NC2CCS(=O)(=O)C2)C(=O)c2ccccc2C1=O)c1ccccc1 (configuration not stated)	0.2%	-116.1%[inhibitor]	20µM*	10.6%	-21.1%	i	x	6.4%
CCCCC[C@H](O)/C=C/[C@H]1OC(=O)C[C@H](O)[C@@H]1C/C=C\CCCC(=O)O	-1.0%	-4.1%	u	-6.3%	-1.5%	10.2%	x	1.0%
Cc1ccc(-c2nnc(SCC(=O)NC3CC3)n2N)cc1	2.1%	x	x	-5.2%	5.5%	i	x	10.0%
O=C(COC(=O)CCS(=O)(=O)c1ccc(Cl)cc1)NC1CCCCC1	2.5%	10.6%	u	-26.8%	0.0%	-5.7%	7.7%	-3.0%
Cc1cc(C)n(-c2nc(SCC(=O)N3CCCC3)c3c4c(sc3n2)CCCC4)n1	1.8%	-11.6%	14.1µM*	-8.8%	10.6%	5.8%	-10.2%	u
Clc1cccc(C=NC=Nc2cccc(Cl)c2)c1	-1.0%	x	9.4%	0.1%	6.3%	i	x	-4.4%
COCCNc1ncnc2ccc(-c3ccccc3C)cc12	x	x	u	x	-1.3%	-4.8%	9.4%	x
C#CCn1c(S(=O)(=O)Cc2ccc(C)cc2)nc(-c2ccccc2)c1-c1ccccc1	3.1%	30.3%	-11.9%	-12.2%	1.6%	i	u	-20.6%
CN(C)S(=O)(=O)N1CCC(Oc2ccc(C(=O)NCc3cnn(C)c3)cc2)CC1	-2.9%	x	4.4%	-4.8%	4.7%	i	x	-1.3%
O=C(O)c1ccc(N/N=C/c2cccc(F)c2)cc1	0.9%	1µM*	20µM*	-6.8%	-7.2%	-9.0%	-13.5%	8.6%
CC(C)[C@H](N)c1nnc(SC/C=C/c2ccccc2)o1	-1.0%	-15.5%	5.6%	-3.4%	7.4%	5.9%	-4.4%	-1.1%
Cc1cccc(Oc2sc(C(=O)c3ccccc3)c(N)c2C#N)c1C	-4.8%	-17.1%	u	-19.9%	7.1%	-13.7%	u	u
Cc1ccc(C(=O)CNc2ccc(F)cc2)cc1	-0.3%	10.4%	11.2µM*	-5.8%	-5.6%	-2.9%	u	-4.8%
CN(C)c1ccc(-c2ccc3ncnc(N(C)C)c3c2)cc1	x	x	u	x	-13.3%	i	u	x
CCOC(=O)c1sc(NCCNc2nc(C)c(C(=O)OCC)s2)nc1C	-0.6%	13.9%	-13.4%	-4.6%	3.7%	-14.9%	4.9%	2.4%
O=C(c1ccc(Cn2cc(Br)cn2)o1)n1cccn1	-4.9%	-5.7%	-13.0%	-11.4%	7.4%	1.0%	-1.9%	-2.5%
CCCCC1=CC2=C(OC(C)=O)C(=O)C(C)(OC(=O)CC)C(=O)C2=CO1 (configuration not stated)	0.2%	5.7%	-2.7%	5.5%	8.8%	0.8%	x	-5.3%
Cc1ccc(NC(=O)CSc2ncc3ccccn23)cc1	-2.0%	100.4%	u	5.3%	-34.4%	0.5%	x	u
Cc1cccc(NC(=S)Nc2ccccn2)c1	0.2%	x	x	-5.6%	4.3%	-2.4%	x	1.4%
Cc1cccc2cc(C3CC(c4ccco4)=NN3S(C)(=O)=O)c(Cl)nc12 (configuration not stated)	1.9%	x	x	9.0%	142.1%[activator]	i	x	-19.8%
COc1ccc(NC2CC(=O)N(c3ccc(C(=O)O)cc3)C2=O)cc1 (configuration not stated)	-1.5%	18.3%	-2.4%	-2.7%	1.4%	1.5%	x	-24.8%
CCOC(=O)N1CCN(S(=O)(=O)c2ccc(C(=O)Nc3nnc(CC)o3)cc2)CC1	0.2%[53 µM]	3.55µM*	3.4%	6.1%[53 µM]	-19.7%	6.8%	-12.9%	-1.6%
CCOc1ccccc1C(=O)n1nc2nc(C)cc(C)c2c1N	-1.7%	-5.1%	-4.0%	-0.4%	2.0%	-8.1%	3.0%	-0.7%
C=C1CCN([C@H](C(=O)NCc2ccco2)C(C)C)S(=O)(=O)c2ccccc21	-0.1%	x	x	-0.2%	-8.4%	i	x	5.1%
Cc1ccc2cc(C#N)c(N3CCCC3)nc2c1C	0.6%	-16.1%	u	1.5%	4.7%	-1.0%	7.7%	u
COC(=O)c1ccc(C(NC(=O)OCc2ccccc2)/C(C)=C/[C@@H](C)C(=O)N[C@@H](CO)Cc2ccccc2)cc1 (some centres not stated)	-2.4%	-3.3%	u	0.6%	0.2%	i	x	-13.5%
Cc1ccc(C)c(N(CC(=O)Nc2ccc(-c3nc4ccc(C)cc4s3)cc2)S(C)(=O)=O)c1	-3.2%	25.6%	u	6.1%	17.2%	-8.8%	-6.5%	5.8%
CC(C)(C)NC(=O)CN(C(=O)CS(=O)CC(=O)Nc1ccc(F)cc1)c1ccccc1 (configuration not stated)	-3.5%	4.5%	4.9%	0.2%	-32.8%	-15.4%	0.6%	-0.3%
O=C(O)Cc1ccc(O)c(O)c1	-4.5%&-2.8%&0.3%	-4.2%&-10.1%	-2.2%&-2.9%	0.8%&6.1%&-1.7%	22.0%&-24.8%&-23.6%	-14.5%&-2.9%	u	25.1µM*
Cn1nc(C(F)(F)F)c(C#N)c1N1CCN(c2ccccc2F)CC1	-0.7%	-22.6%	-0.8%	-13.5%	3.4%	-3.0%	u	-2.5%

Screens as filed in PubChem BioAssay.

Some of the compounds tested; count on the stated rates, not on these rows.
